Screening data as filed in PubChem BioAssay.
GC-A act = GC-A stimulated cGMP production enhancers – HEK293 GC-A cells, cGMP TR-FRET, EC30 ANP, primary screen; 0% at EC30 ANP, 100% saturating ANP; activation, % at 10 µM; 370,000 tested, 0.14% active; in the data active = activation above about 40%
PG9 Ab binder = binders of HIV-1 gp120 antibody PG9, primary screen, biochemical, TR-FRET; HIV-1 gp120 / PG9 antibody interaction; TR-FRET gp120-PG9 antibody binding; AID 624416, 2012; 360,000 tested, 0.43% active; inhibition, % at 6.7 µM; in the data active = inhibition above about 8.5%
mABHD4 FP = ABHD4 inhibitors, primary screen, biochemical, fluorescence polarization, mouse | (Lyso)-N-acylphosphatidylethanolamine lipase (Mus musculus), Q8VD66 | purified mABHD4, FP-Rh probe fluorescence polarization | inhibition, % at 8.92 µM | 370,000 tested, 0.54% active;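 active = inhibition exceeding the mean over every tested compound plus 3 SD, cut at about 30% in these data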;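 note: 0% = plate median of compound wells and 100% = S159A mutant with DMSO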
Target sequence (Q8VD66 whole entry, looked up): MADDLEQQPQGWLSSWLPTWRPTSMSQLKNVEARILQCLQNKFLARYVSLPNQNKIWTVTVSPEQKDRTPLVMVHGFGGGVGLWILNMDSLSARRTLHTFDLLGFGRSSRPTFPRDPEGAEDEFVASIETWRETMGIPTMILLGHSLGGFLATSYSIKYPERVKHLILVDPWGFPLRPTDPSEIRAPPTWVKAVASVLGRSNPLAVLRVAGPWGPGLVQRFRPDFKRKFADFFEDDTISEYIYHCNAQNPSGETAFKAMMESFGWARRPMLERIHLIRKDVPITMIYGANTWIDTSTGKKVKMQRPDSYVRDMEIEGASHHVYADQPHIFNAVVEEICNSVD
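Test system: mouse ABHD4 enzyme, wild type. Reagent: FP-Rh fluorescent activity-based probe, added after compound pre-incubation. Timing: pre-incubation 45 min, probe exposure 60 min, at 25 °C. Technique: FP readout, ex 525 nm / em 598 nm. Benchmarks: high control S159A mutant with DMSO, low control median of compound wells.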
Rev-erbA mod = modulators of Rev-erb alpha DNA binding, primary screen, biochemical, FITC-DNA, fluorescence polarization, uHTS; Rev-erbα–FITC-DNA binding, 90 min; activity, % at 10 µM; 370,000 tested, 0.79% active;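 active = activity above about 14%, limit read from the data; passing the limit was not always enough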;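 note: 0% = DMSO wells with 35 nM protein and 100% = DMSO wells with 750 nM protein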
rCAG binder = binders of r(CAG) RNA repeats, primary screen, biochemical, fluorescence; r(CAG) RNA repeat, TO-PRO-1 dye displacement fluorescence; inhibition, % at 3 µM; 370,000 tested, 1.3% active;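 active = inhibition above the plate cutoff, the mean of all test compounds on that plate plus 3 SD, cut at about 35% in these data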;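 note: 0% = DMSO alone and 100% = 100 µM mitoxantrone as full dye displacement; higher means more dye released from RNA so lower well fluorescence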
ARFGAP1 inhibitor = inhibitors of rat ARFGAP1 GAP activity, primary screen, biochemical, fluorescence polarization, GDP tracer; ADP-ribosylation factor GTPase-activating protein 1 (Rattus norvegicus), Q62848; inhibition, % at 16.5 µM; AID 651572, 2012; 360,000 tested, 0.26% active; Arfgap1-stimulated ARF1 GTP hydrolysis, GDP FP detection;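 active = inhibition above a per-plate limit, mean inhibition of low control wells plus 3 SD, cut at about 25% in these data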;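 note: 0% = DMSO wells with enzyme and 100% = wells lacking Arfgap1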
Target sequence (Q62848 1-136 limits assumed): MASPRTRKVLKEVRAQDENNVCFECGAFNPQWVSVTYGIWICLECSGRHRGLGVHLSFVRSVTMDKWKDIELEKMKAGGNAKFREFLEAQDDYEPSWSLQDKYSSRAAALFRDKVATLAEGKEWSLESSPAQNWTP
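Material: truncated rat Arfgap1 GAP domain; Incubation: compound-enzyme preincubation 20 min, reaction 120 min, detection 60 min, 25 °C; Read-out: percent inhibition of Arfgap1-stimulated GTP hydrolysis; Technique: FP, GDP Alexa 633 tracer displaced from anti-GDP antibody, 620/688 nm; Controls: No-Arfgap1 wells (100%) versus DMSO full-reaction wells (0%); Replication: single well per compound.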
NPR2 activator = human GC-B receptor activators, primary screen, HEK293 GC-B cells, cGMP TR-FRET, EC30 CNP. Atrial natriuretic peptide receptor 2 (Homo sapiens), P20594. 0% at EC30 CNP, 100% saturating CNP. activation, % at 10 µM. 370,000 tested, 0.11% active;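 active = activation at 10 µM reaching about 35% in either raw or pattern-adjusted values, limit read from the data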
SMARCA2 activ = SMARCA2 (BRM) function activators, primary screen, cell-based, luminescence, high throughput. MG213 cells, MMTV-luciferase reporter, dexamethasone, overnight. activation, % at 9.1 µM. 370,000 tested, 1% active; in the data active = activation above about 7.8%;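 note: 0% = vehicle wells and 100% = reference activator wells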
ASAP1 GAP inh = inhibitors of human ASAP1 ArfGAP activity, primary screen, biochemical, fluorescence polarization; AID 624377, 2012; inhibition, % at 16.5 µM; 360,000 tested, 0.19% active; ASAP1-stimulated ARF1 GTP hydrolysis, GDP FP detection; in the data active = inhibition above about 25%;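 note: 0% = vehicle with enzyme and substrate and 100% = no enzyme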
HTRA1 inh = HTRA1 serine protease inhibitors, primary screen, biochemical, fluorescence polarization, HTS; recombinant HTRA1, FP-rhodamine activity-based probe; 340,000 tested, 0.5% active; Q92743; inhibition, % at 5.96 µM; in the data active = inhibition above about 36%;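 note: 0% = enzyme with DMSO and 100% = wells lacking enzyme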
Target sequence (Q92743 whole entry, looked up): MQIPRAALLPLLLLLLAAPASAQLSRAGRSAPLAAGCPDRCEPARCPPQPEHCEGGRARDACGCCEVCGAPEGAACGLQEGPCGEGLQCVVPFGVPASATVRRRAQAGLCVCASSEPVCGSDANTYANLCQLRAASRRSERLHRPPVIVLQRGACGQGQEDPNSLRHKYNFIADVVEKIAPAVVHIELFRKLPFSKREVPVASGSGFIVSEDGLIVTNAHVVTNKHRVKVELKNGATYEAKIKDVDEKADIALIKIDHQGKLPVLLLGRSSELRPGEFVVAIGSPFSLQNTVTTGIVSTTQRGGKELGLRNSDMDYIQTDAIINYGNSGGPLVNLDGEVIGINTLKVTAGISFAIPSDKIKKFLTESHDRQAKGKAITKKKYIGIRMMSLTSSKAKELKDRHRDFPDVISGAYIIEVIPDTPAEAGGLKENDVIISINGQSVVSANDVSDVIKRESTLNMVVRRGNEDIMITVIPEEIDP
* = called active by the depositor; . = not tested or not shown. This is a random part of the collection; any-hit rate near 4.4%.

structure	GC-A act	PG9 Ab binder	mABHD4 FP	Rev-erbA mod	rCAG binder	ARFGAP1 inhibitor	NPR2 activator	SMARCA2 activ	ASAP1 GAP inh	HTRA1 inh
COc1ccc([N+](=O)[O-])cc1NC(=O)c1ccc(-n2nc(C)cc2C)cc1	-2	-1.0	-3	-16	0	35*	-2	-2	26*	1
O=C1CN(C(=O)COC(=O)CNS(=O)(=O)/C=C/c2ccccc2)c2ccccc2N1	4	-1.4	-2	2	0	3	0	2	2	1
C=CCn1c(-c2cc(Cl)ccc2OC)n[nH]c1=S	3	-1.8	-3	3	0	0	-3	0	-1	-4
Cc1sc(NC(=O)c2ccc3ncsc3c2)c(C(N)=O)c1C	0	-0.4	-6	5	36*	0	-2	4	15	-20
O=C(N/N=C/c1ccc(-c2ccccc2)o1)c1ccccc1O	-1	-2.0	8	0	7	11	-5	-1	0	16
O=C(OCc1nc2ccc(Cl)cc2n1CCO)c1ccccc1	8	0.0	2	10	4	-2	1	-4	0	8
CCn1cc(C(=O)NC(C)C)c(=O)c2cc(F)c(N3CCN(C(=O)c4ccco4)CC3)cc21	-3	-1.4	-2	2	-3	19	-1	-2	10	-6
Cc1ccc2[nH]c(CSc3ccccc3)cc(=O)c2c1	-7	-0.5	1	-4	5	-5	1	-2	-1	0
NC(Cc1ccccc1)c1csc(Nc2nncc3ccccc23)n1 (centres undefined)	-3	-0.5	3	-1	14	9	-2	-1	-13	.
O=C(NC(=S)Nc1ccc(Br)cc1)C1CCCCC1	2	1.2	-10	-3	2	0	-3	3	-11	-5
CC(C)(C)C(=O)n1nc(-c2ccccc2)oc1=O	3	-0.5	2	-4	-4	4	5	1	-2	3
Cc1c(C(=O)NCc2ccc(Cl)c(Cl)c2)sc(=O)n1Cc1ccc(S(=O)(=O)N(C)C)cc1	-3	-0.5	-17	-1	6	3	-7	-2	0	.
O=C(CSc1nnc(-c2ccc(S(=O)(=O)N3CCCC3)cc2)n1CC1CCCO1)NC1CC1 (centres undefined)	3	1.7	4	0	-3	-6	6	-3	8	8
O=C1NC[C@@H](CCCCN2C[C@H](Cc3ccc(O)cc3)N(CCC3CCCCC3)C(=O)C2=O)N(CCc2ccc(O)cc2)C1=O	5	0.0	0	8	5	13	0	-5	1	.
Cc1ncc(C23CC4CC(CC(C4)C2)C3)[nH]1	0	0.4	6	-5	2	-1	1	-4	-8	-1
COc1ccc(OC)c(C2=NOC(C(=O)Nc3cccnc3)C2)c1 (centres undefined)	-5	-1.1	-2	6	-5	15	-1	-5	-4	-2
COc1cccc(-c2ncc3ccccc3c2COC(=O)c2ccc(F)cc2)c1	5	-1.5	-1	-2	-1	11	0	0	2	-15
COC(=O)c1cn(-c2cccc(C)n2)cn1	.	-1.3	2	.	0	4	.	-3	10	3
Cc1ccn2c(=O)c(C(=O)O)cnc2c1	-3	0.6	-5	-1	2	11	4	-1	2	1
CCN(CC(=O)NCc1ccc(Cl)cc1)C(=O)NCc1ccc(Cl)cc1	-4	0.2	-2	0	-5	0	-3	-3	-1	4
Cc1cccc(NC(=O)c2cc(-c3ccc(C)s3)nc3ccccc23)n1	-2	0.2	-5	-3	13	-2	4	-7	-4	-35
C=CCn1c(Cc2csc(N)n2)nnc1SCC(=O)Nc1ccc(C(=O)OCC)cc1	-3	-2.2	5	2	-5	5	-2	-3	9	4
Cc1ccc(CSc2nc3[nH]ncc3c(=O)[nH]2)cc1	-2	-2.1	-2	9	-4	9	7	0	9	0
Cc1ccc(NS(=O)(=O)c2ccccc2)c([N+](=O)[O-])c1	-3	-0.1	-2	0	3	6	0	3	-6	6
COC(=O)C[C@H]1c2cc(C(F)(F)F)ccc2S(=O)(=O)N1C(C)(C)C	-1	-1.2	3	-1	-4	-5	5	0	-11	-1
COC(=O)[C@@]12C[C@@H](CC(=O)NCC34CC5CC(CC(C5)C3)C4)C(=O)N(Cc3cccc4ccccc34)C1=CCC(C)(C)C2	1	0.6	9	0	10	10	8	-4	-10	.
C=CCn1c(C2CC2)n[nH]c1=S	2	-0.8	1	3	-1	1	-6	-4	5	-1
Nc1c(-c2ccccc2)nc2ncccn12	-13	-13	1	7	2	-2	3	2	2	.
CCn1ccnc1CN(C)Cc1nc(-c2ccc3c(c2)OCO3)no1	1	-1.8	1	8	-3	9	-3	5	0	2
C=CCN1CCN(C(c2cc(OC)ccc2OC)c2nnnn2CC2CCCO2)CC1 (centres undefined)	-2	0.7	5	-2	-6	-2	6	0	-12	-1
COc1cc(OC)c(OC)cc1/C=C(\C#N)C(=O)NCc1cccs1	5	-1.4	-1	0	0	-3	7	0	-7	-8
COc1ccc(NC(=O)C2CC(c3ccc(Cl)cc3)=NO2)cc1 (centres undefined)	-1	4.1	5	4	0	-9	-1	1	1	-3
Cn1c(-c2ccc(F)cc2)cnc1SCC(=O)Nc1ccccc1N1CCOCC1	-21	-2.1	-8	-2	-5	4	-15	-3	16	-3
Cn1ccnc1SCC(=O)c1ccc(C#N)cc1	4	-1.2	-4	-5	7	5	-1	-2	-29	-1
CC(=O)c1ccccc1OCc1ccc(C(=O)c2ccccc2)cc1	5	-0.5	-4	0	0	-6	-2	-1	-7	-33
COC(=O)c1ccc(NC(=O)C2CC(=O)N(c3ccc(C)cc3)C2)cc1 (centres undefined)	2	1.2	-1	5	-6	-17	2	-4	-4	-4
CC1C(=O)N2CCCc3cc(NS(=O)(=O)c4ccccc4)cc1c32 (centres undefined)	-3	-1.1	3	-5	6	2	-3	0	-2	1
O=C(COC(=O)c1cc(Br)ccc1O)NC12CC3CC(CC(C3)C1)C2	1	1.5	-4	3	4	12	-3	-5	10	3
Cc1ccc2cc([N+](=O)[O-])ccc2n1	-1	-2.2	4	-2	-2	-3	-1	-2	12	.
CCc1ccc2[nH]c(=O)c(CN(Cc3ccc(OC)cc3)Cc3nnnn3CCOC)cc2c1	-2	0.2	10	-1	-2	7	6	0	-1	-14
CC(C)CNC(=O)C1c2ccccc2Oc2ccccc21	-6	-0.6	-1	-9	0	5	-8	14*	1	-7
CCC[C@H]1[C@@H](OC(=O)N2CCCC2)CC[C@@]23CCCN2C(=O)CCC[C@@H]13	-3	.	-5	-3	.	.	-11	.	.	.
COc1ccc(CNC(=O)CCNS(=O)(=O)c2ccc(Br)s2)cc1	-5	1.9	1	-3	3	8	-4	-4	-11	-2
COc1cccc(-c2nnc(SCC(=O)N3CCCC3=O)n2-c2ccccc2)c1	-17	-2.0	3	1	-7	-15	1	-3	-1	-10
O=C(COC(=O)c1ncc(Cl)c(Cl)c1Cl)Nc1ccc(Cl)cn1	-1	6.4	-2	2	12	1	-5	0	-4	-7
O=C(Nc1ccon1)c1cccc(Cl)c1	0	-2.3	7	6	1	-8	1	5	10	2
C#CCOc1ccc(C2C(C#N)=C(N)Oc3cc(O)ccc32)cc1 (centres undefined)	8	-1.1	4	5	11	7	-3	-2	7	-36
CC1CC(C)CN(C(=O)Cn2ncc3c([nH]c4ccccc43)c2=O)C1 (centres undefined)	0	1.6	2	-1	0	16	6	-4	3	1
CCOc1ccc(-c2nnc3ccc(SCC(=O)N4CCCCC4)nn23)cc1	0	-0.6	1	-5	2	-2	4	3	4	3
COc1cc(OC)nc(Oc2cccc(C(F)(F)F)c2)n1	-2	-0.2	5	-8	-4	-5	-2	1	7	10

Arranged by value in PG9 Ab binder (high to low): some entries from above.
compound,GC-A act,PG9 Ab binder,mABHD4 FP,Rev-erbA mod,ARFGAP1 inhibitor,NPR2 activator,SMARCA2 activ,ASAP1 GAP inh,HTRA1 inh
O=C(COC(=O)c1ncc(Cl)c(Cl)c1Cl)Nc1ccc(Cl)cn1,-1,6.4,-2,2,1,-5,0,-4,-7
CC(C)CNC(=O)C1c2ccccc2Oc2ccccc21,-6,-0.6,-1,-9,5,-8,14*,1,-7
CCn1ccnc1CN(C)Cc1nc(-c2ccc3c(c2)OCO3)no1,1,-1.8,1,8,9,-3,5,0,2

Additional entries follow.
structure	GC-A act	PG9 Ab binder	mABHD4 FP	Rev-erbA mod	rCAG binder	ARFGAP1 inhibitor	NPR2 activator	SMARCA2 activ	ASAP1 GAP inh	HTRA1 inh
O=C(CSc1cccc2cccnc12)Nc1cc(C(=O)O)cc(C(=O)O)c1	-3	-1.0	3	7	0	11	1	-3	1	3
Cn1c(N)nc(N)c(NC=O)c1=O	-1	0.0	2	-7	0	3	-2	-6	-3	.
CCC(O)c1cc2c(cc1NC(=O)c1ccc(C)cc1)OCCO2 (centres undefined)	-3	-1.7	0	1	-3	8	5	2	9	-1
COc1ccc(OC)c(C(Nc2ccccc2)P(=O)(OC(C)C)OC(C)C)c1 (centres undefined)	-19	-1.1	1	-1	-7	14	-17	-4	-6	.
CCOc1ccc(-c2nnn(CC(=O)NCc3ccco3)n2)cc1OCC	8	0.8	2	0	5	1	3	0	-13	-1
c1ccc2[nH]c(CSc3nc4ccccc4s3)nc2c1	-7	-0.8	-17	3	3	2	-7	2	2	-17
COC(=O)[C@]12C[C@H](CC(=O)NCCCN3CCCC3=O)C(=O)N(Cc3ccccc3)C1=C[C@H](COCc1ccccc1)O[C@@H]2C	-1	.	-1	6	0	.	2	0	.	.
CC(C)CC(=O)/C=C/n1c(=S)oc2ccccc21	10	-2.7	-6	5	-3	1	0	-2	-3	1
COc1cc(OC)nc(Nc2nc(C(N)c3ccccc3)cs2)n1 (centres undefined)	-4	-1.6	3	9	12	-2	-3	0	-5	.
CC(=O)Nc1ccc(-c2ccnc3c2CC(C(=O)Nc2cccnc2)O3)cc1 (centres undefined)	-3	-1.7	4	-2	2	1	-5	0	4	.
CSc1nc(C)cc(OCC(=O)n2nc(C)cc2C)n1	-3	1.0	1	0	3	-17	3	-2	-3	-3
CCOC(=O)C1=CC[C@@H](c2ccncc2)N(S(=O)(=O)c2ccc(C)cc2)C1	-4	-1.5	-7	4	2	-1	-5	-4	1	.
CC(=O)Nc1ccc(S(=O)(=O)NCc2csc(C)n2)cc1	3	0.0	5	4	0	11	2	-2	-2	2
O=C(O)CCCC(=O)Nc1cccc([N+](=O)[O-])c1	2	0.5	1	-4	1	10	1	-1	2	-2
Cc1sc(CO)c(Sc2ccccc2)c1C(=O)O	-4	-2.4	-5	-3	5	0	-8	-1	-12	.
